GAA spleen mod: inhibitors or activators of human alpha-glucosidase in spleen homogenate. P10253. human spleen homogenate, 4-MU-alpha-glucoside fluorescence. Potency, µM (highest dose often 79.9 µM), for the others: at the highest dose activity change, negative = inhibition, actives largely listed as inhibitors. actives 0.006% (n = 240,000). AID 2112;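 further: potency means the concentration at half of the fitted maximal effect; 0% = enzyme with vehicle and -100% = no enzyme basal signal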
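AC50 values come from Hill-equation fits of concentration-response data, normalized to no-enzyme and full-activity controls. Enzyme source: 1 ug human spleen homogenate; 1 mM fluorogenic 4-MU glucoside, pH 5.0 citrate buffer, 37 C, 40 min.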
Lamin A splicing: LMNA splicing modulation. HeLa LMNA splicing GFP/RFP minigene ratio, 48 h. Potency, µM (doses to about 46.1 µM), without a hit: top-dose ratio change, negative = inhibition, actives largely listed as inhibitors. actives 0.01% (n = 200,000); active means well fitted inhibition curve with a large enough effect in the signal ratio, with a control signal flat, not every such curve was filed as active; inconclusive means small, poorly fitted or top-dose-only effect, or effect the other way, or a change in a side signal; the % refers to the signal ratio; further: potency means the concentration at half of the fitted maximal effect; on the % scale 0 is the no-effect control and ±100 the full control effect
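Read-out is the ratio of GFP to DsRed2 object intensity, acquired by 488 nm laser-scanning cytometry on HeLa lamin A-EGFP minigene reporter cells. Compound incubation 48 hrs at 37 °C in Opti-MEM with 2% FBS; DMSO 0.5% final.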
HTT ATP protect: protects HTT-Q103 PC12 cells, measured by ATP; PC12 HTT-Q103 induced, cytoprotection, ATP luminescence, 40 h; Potency, µM (titrated, usually from 56.4 µM), without a hit: cytoprotection (ATP increase), usual class: activators; AID 1471; actives 0.14% (n = 230,000);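 further: potency means the concentration at half of the fitted maximal effect; % of control where 0% means no effect; nearly all actives have a fitted effect of over 45% in size; toxic huntingtin expression switched on by the ecdysone agonist tebufenozide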
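PC12 cells with ecdysone-inducible HTT exon 1 Q103-GFP, induced with 100 nM tebufenozide and co-treated with library compounds in a dose series (1536-well, 1500 cells/well). Cytoprotection read as ATP content by ATPlite luminescence.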
CBFb-RUNX1 inh: inhibitors of human CBF-beta and RUNX1 interaction; 230,000 tested, under 10 active; AlphaScreen CBFb-His/RUNX1-biotin binding, biochemical; Potency, µM (top dose mostly 59.8 µM), without a hit: top-dose activity, negative = inhibition, usual class: inhibitors; further: % of control where 0% means no effect
Target sequence (Q01196 whole entry, looked up): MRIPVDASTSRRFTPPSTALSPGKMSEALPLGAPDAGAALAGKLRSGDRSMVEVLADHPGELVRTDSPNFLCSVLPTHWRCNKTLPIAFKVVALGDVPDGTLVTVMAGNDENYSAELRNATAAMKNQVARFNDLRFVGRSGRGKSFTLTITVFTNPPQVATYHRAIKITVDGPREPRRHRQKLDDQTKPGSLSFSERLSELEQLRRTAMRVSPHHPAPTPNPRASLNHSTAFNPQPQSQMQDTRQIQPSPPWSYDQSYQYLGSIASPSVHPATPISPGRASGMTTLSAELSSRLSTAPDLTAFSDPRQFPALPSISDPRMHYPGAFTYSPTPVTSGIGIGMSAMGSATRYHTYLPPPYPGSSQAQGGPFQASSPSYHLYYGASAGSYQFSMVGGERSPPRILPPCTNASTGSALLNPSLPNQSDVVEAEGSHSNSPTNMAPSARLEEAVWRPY
Target sequence (Q13951 whole entry, looked up): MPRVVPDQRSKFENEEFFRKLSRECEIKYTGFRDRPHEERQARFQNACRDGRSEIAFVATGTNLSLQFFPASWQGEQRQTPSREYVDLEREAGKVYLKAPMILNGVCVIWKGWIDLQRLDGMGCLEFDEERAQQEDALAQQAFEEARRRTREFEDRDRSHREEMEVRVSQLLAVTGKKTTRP
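Compounds were screened at multiple concentrations against a preformed CBF-beta(His)/RUNX1(biotin) complex (30 nM of each) for 15 min at room temperature, followed by 90 min with nickel and streptavidin beads and AlphaScreen reading.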
GAA glycogen: inhibitors or activators of human alpha-glucosidase glycogen cleavage. recombinant GAA, glycogen substrate, Amplex Red glucose oxidase fluorescence. Potency, µM (titrated, usually from 76.4 µM), without a hit: at the highest dose activity change, negative = inhibition, usual class: inhibitors. P10253. actives 0.38% (n = 300,000). AID 2100;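 further: potency means the concentration at half of the fitted maximal effect; 0% = full enzyme reaction and -100% = no-enzyme basal signal; the screen sought inhibitors and activators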
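Recombinant human alpha-glucosidase (4 nM final) hydrolysed bovine liver glycogen (30 ug) for 40 min at 37 C in pH 5.0 citrate/phosphate with 0.01% Tween-20. Released glucose detected by glucose oxidase/Amplex Red, Ex 573/Em 610 nm. Compounds up to 77 uM; AC50 from Hill fits.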
HttQ103 aggreg: reduces HttQ103-GFP aggregates in PC12 cells; PC12 HttQ103-GFP aggregates, Acumen cytometry, 40 h; Potency, µM (titrated, usually from 46.1 µM), for inactives: at the highest dose activity change, negative = inhibition, most hits filed as inhibitors; actives 1.1% (n = 220,000); AID 1688; further: potency means the concentration at half of the fitted maximal effect; on the % scale 0 is the no-effect control and ±100 the full control effect; nearly all actives have a fitted effect of over 60% in size
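Huntingtin Q103 exon 1–GFP aggregates in induced PC12 cells (100 nM tebufenozide) were quantified by cytometry from lysates, with compounds dosed in titration.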
GAA inh: inhibitors of human lysosomal alpha-glucosidase. actives 0.005% (n = 200,000). Potency, µM (titrated, usually from 76.9 µM), for the others: at the top dose activity change, negative = inhibition, most hits filed as inhibitors. purified human GAA, 4-MU-alpha-glucoside fluorescence;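 further: potency means the concentration at half of the fitted maximal effect; plate controls were uninhibited enzyme wells for no effect and no-enzyme background for full effect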
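Endpoint fluorogenic read: 20 min room-temperature reaction of 4 nM human alpha-glucosidase with 400 uM 4-methylumbelliferyl-alpha-D-pyranoside, pH 5.0, quenched with 1M NaOH/1M glycine pH 10. AC50 from Hill modeling.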
Numbers without * were called inactive; ? = inconclusive; nt = not tested or not shown; & = joins results of further samples; [ ] = dose if it differs, or a comment. Unless noted, the call rests on the fitted dose curve; in most records, active means well fitted curve in the direction sought with a large enough effect; inconclusive means small, poorly fitted or top-dose-only effect, or another doubt; inactive means no such curve, though single readings can be large; an effect the other way counts as inactive or inconclusive.

SMILES	GAA spleen mod	Lamin A splicing	HTT ATP protect	CBFb-RUNX1 inh	GAA glycogen	HttQ103 aggreg	GAA inh
CCO[C@H]1OC(C(=O)N2CCN(Cc3ccc4c(c3)OCO4)CC2)=C[C@@H](c2cn(C(C)=O)c3ccccc23)[C@@H]1CCCO	-2%	nt	7%[10 µM]	1%	9%	5%[9.22 µM]	nt
CN1CCc2nc(SCC(=O)Nc3ccc(F)cc3)c(C#N)cc2C1	-10%	?	18%[1.9 µM]	-19%	-2%	8%	-2%
COC(=O)CCCC1=CC2=C(c3ccccc3)C(=O)C(C)(OC(=O)C3CCCC3)C(=O)C2=CN1C1CCCC1 (stereo not drawn)	3%[17.4 µM]	-12%[9.22 µM]	-8%&10%[10 µM]	5%[13.1 µM]	10%	-13%[9.22 µM]	nt
Fc1ccc(CN2CCCN(C(=S)Nc3ccc(F)cc3)CC2)cc1	-3%	nt	1%[10 µM]	2%	4%	13%[9.22 µM]	nt
COc1ccc(C(=O)N2CCN(C(=O)c3ccc(-c4ccccc4)cc3)CC2)cc1OC	-5%	9%[46 µM]	5%[10 µM]	3%	3%	-4%[9.22 µM]	-20%
CS/C(N)=N/N=C/c1ccc([N+](=O)[O-])cc1	-9%	5%	-37%	-1%	-3%	-2%	-12%
Cc1cc(C)c2nc(NC(=O)c3ccc4c(c3)OCO4)sc2c1	1%	2%	-56%[inhibitor]	-2%	12%	31%	6%
O=C1C2C3C=CC(CNS(=O)(=O)c4ccccc4)(O3)C2C(=O)N1c1ccc(Cl)cc1 (stereo not drawn)	-10%	-2%	6%[10 µM]	3%	12%	17%	4%
COC(=O)Cn1c(=NC(=O)c2ccc([N+](=O)[O-])s2)sc2cc(Br)ccc21	-2%	4%	1%[10 µM]	-12%	1%	2%	-3%
Cc1ccc(CN2CCc3c(OCC(=O)Nc4cccc(C)c4C)cccc3C2=O)cc1	1%	?	nt	0%	10%	-8%	-9%
N#Cc1ccc(CSc2nnc(COc3ccccc3)n2-c2ccccc2)cc1	-1%	-4%	-7%	-1%	5%	-14%	?
O=C(Cn1nc(Cl)nc1Cl)c1cc2ccccc2oc1=O	1%	9%	0%	4%	-3%	21%	-2%
CCN1C(=O)c2cccc3c(S(=O)(=O)Nc4ccccn4)ccc1c23	-3%	?	-38%	5%	-2%	12%	-18%
Cc1ccc(/C=N/NC(=O)c2cccs2)cc1[N+](=O)[O-]	-6%	5%	-2%	2%	7%	9%	-1%
CC1CC(C)(C)NC(=S)N1CCC(=O)NCc1ccc(F)cc1 (stereo not drawn)	-3%	-9%[46 µM]	-20%	-9%	3%	-8%	2%
CCCCNC(=O)Nc1cc(C(=O)OC)ccc1C	-5%	9%	-3%	1%	5%	19%	-3%
CC(C)COc1ccc(-c2nnc(-c3ccco3)o2)cc1	-1%	4%	-96%[inhibitor][10 µM]	9%	-7%	-22%	9%
Cc1ccc(C(C(=O)NCc2ccco2)N(C(=O)CNC(=O)c2cccs2)c2c(C)cccc2C)cc1 (stereo not drawn)	-3%	-9%	-37%[10 µM]	-8%	14%	?	-17%
COc1cccc2cc(C(=O)Nc3cccnc3N3CCOCC3)c(=O)oc12	-11%	-1%	-3%[10 µM]	9%	1%	-7%	-4%
Nc1nc(NCCCN2CCOCC2)nc(Nc2ccccc2)c1[N+](=O)[O-]	-22%	12%	nt	-5%	-4%	?	?
Cc1nn(C)c(C)c1S(=O)(=O)N(CC(=O)NC1CCCCCC1)c1ccc(C(C)C)cc1	0%	4%	-12%	1%	-19%	-13%	-8%
CCSc1nnc([C@H](C)NC(=O)OC(C)(C)C)o1	-3%	8%	6%	-2%	-2%	15%	6%
Cc1cc(C2(c3cc(C)c(O)cc3C)OS(=O)(=O)c3ccccc32)c(C)cc1O	6%	nt	5%	12%[21.7 µM]	nt	nt	nt
COC(=O)C1CCN(CC(=O)Nc2ccccc2Sc2ccccc2)CC1	nt	nt	-20%	5%	3%	-11%	-12%
N#Cc1cn(CC(=O)NCC2CCCO2)c2ccccc12 (stereo not drawn)	-2%	2%	-4%[10 µM]	6%	3%	-5%	-3%

Single records (already shown).
CCN1C(=O)c2cccc3c(S(=O)(=O)Nc4ccccn4)ccc1c23 reads GAA spleen mod = -3%; Lamin A splicing = ?; HTT ATP protect = -38%; CBFb-RUNX1 inh = 5%; GAA glycogen = -2%; HttQ103 aggreg = 12%; GAA inh = -18%
O=C(Cn1nc(Cl)nc1Cl)c1cc2ccccc2oc1=O reads GAA spleen mod = 1%; Lamin A splicing = 9%; HTT ATP protect = 0%; CBFb-RUNX1 inh = 4%; GAA glycogen = -3%; HttQ103 aggreg = 21%; GAA inh = -2%

An excerpt of these results, bar-delimited.
structure | GAA spleen mod | Lamin A splicing | HTT ATP protect | CBFb-RUNX1 inh | GAA glycogen | HttQ103 aggreg | GAA inh
CCN1C(=O)c2cccc3c(S(=O)(=O)Nc4ccccn4)ccc1c23 | -3% | ? | -38% | 5% | -2% | 12% | -18%
COc1ccc(C(=O)N2CCN(C(=O)c3ccc(-c4ccccc4)cc3)CC2)cc1OC | -5% | 9%[46 µM] | 5%[10 µM] | 3% | 3% | -4%[9.22 µM] | -20%
CC(C)COc1ccc(-c2nnc(-c3ccco3)o2)cc1 | -1% | 4% | -96%[inhibitor][10 µM] | 9% | -7% | -22% | 9%
CCO[C@H]1OC(C(=O)N2CCN(Cc3ccc4c(c3)OCO4)CC2)=C[C@@H](c2cn(C(C)=O)c3ccccc23)[C@@H]1CCCO | -2% | nt | 7%[10 µM] | 1% | 9% | 5%[9.22 µM] | nt
Cc1ccc(C(C(=O)NCc2ccco2)N(C(=O)CNC(=O)c2cccs2)c2c(C)cccc2C)cc1 (stereo not drawn) | -3% | -9% | -37%[10 µM] | -8% | 14% | ? | -17%
COc1cccc2cc(C(=O)Nc3cccnc3N3CCOCC3)c(=O)oc12 | -11% | -1% | -3%[10 µM] | 9% | 1% | -7% | -4%

Other entries follow.
SMILES	GAA spleen mod	Lamin A splicing	HTT ATP protect	CBFb-RUNX1 inh	GAA glycogen	HttQ103 aggreg	GAA inh
CCNC(=S)N(CCc1ccc(S(N)(=O)=O)cc1)C1CC(=O)N(c2ccccc2)C1=O (stereo not drawn)	-7%	-5%[46 µM]	17%[10 µM]	5%	-10%	23%[9.22 µM]	9%
COc1cccc(-c2nc(Oc3cc(C)cc(C)c3)c3ccccc3n2)c1O	-3%	-13%	-14%[10 µM]	-4%	14%	15%	-4%
CCOc1ccc(NC(=O)CC2C(=O)N(c3ccccc3)C(=O)N2Cc2ccco2)cc1 (stereo not drawn)	4%	-17%[46 µM]	-72%	-2%	-15%	-3%	4%
CCN(CC)c1ccc(NC(=O)c2cccnc2)cc1	-10%	10%	-38%	-10%	10%	3%	-1%
C=CCNC(=O)CN1CCC(n2nnc3cc(C(F)(F)F)ccc32)CC1	-1%	nt	8%[10 µM]	0%	18%	19%[9.22 µM]	9%
COc1ccc(O[C@H]2C=C[C@@H](c3ccccc3)O[C@@H]2CO/N=C\[C@@H](C)[C@H](OCc2ccccc2)C(C)C)cc1	-1%[17.4 µM]	nt	-54%[inhibitor][10 µM]	18%[13.1 µM]	nt	nt	nt
O=C(COc1ccccc1Br)NCc1ccccn1	4%	-5%	-11%	-9%	8%	-3%	-15%
CC(C)OC(=O)/C(=C\C=C\c1ccccc1)NC(=O)c1ccccc1	-7%	-12%[0.0737 µM]	20%	5%	-11%	9%	2%
COc1cc(NS(=O)(=O)c2ccc(Nc3nc(-c4ccccn4)cs3)cc2)nc(OC)n1	-4%	-8%[46 µM]	29%[10 µM]	?	10%	25%[9.22 µM]	8%
Cc1cc(OCC(=O)N[C@@H](Cc2ccccc2)c2nc3ccccc3[nH]2)ccc1Cl	-12%	-7%	-1%[10 µM]	-1%	-7%	-12%	-1%
COc1ccc(NN=Nc2nc3c([nH]2)c(=O)n(C)c(=O)n3C)cc1	7%	nt	-10%[10 µM]	-11%	?	19%[9.22 µM]	-4%[15.4 µM]
CN1CCN(c2ncc3nc(-c4cccc(C#N)c4)c(=O)n(CCC#N)c3n2)CC1	0%	-8%	-34%[inhibitor]	nt	nt	nt	nt
O=C(N/N=C/c1ccc2cccnc2c1)c1nc2ccccc2c(=O)[nH]1	-1%	nt	0%[10 µM]	11%	-11%	-5%[9.22 µM]	-21%
O=C(O)CCN1CCc2ccccc21	-1%	0%	-8%[10 µM]	-13%	-12%	-9%	-7%
Cc1cc(=O)[nH]c(N/N=C/c2cccc([N+](=O)[O-])c2)n1	-3%	-5%	4%[10 µM]	9%	0%	8%	3%
COCC(=O)N/N=C(\C)CC(=O)Nc1ccccc1C(N)=O	-4%	12%[0.0737 µM]	0%	3%	-5%	16%	?
CCCCC1(C)NC(=O)c2c(C)sc(C(=O)OCC)c2N1 (stereo not drawn)	4%	13%	5%	11%	-1%	3%	-3%
Cc1ccc2nsnc2c1NC(=O)c1ccc(-c2cc(Cl)ccc2Cl)o1	4%	?	-65%[inhibitor]	-2%	1%	-16%	?
N#CC1=C(N)OC2=C(CCc3ccccc32)C1c1ccccc1 (stereo not drawn)	3%	?	-72%[inhibitor][10 µM]	2%	-18%	26%	5%
CCSc1nnc(NC(=O)c2cccs2)s1	7%	4%	-29%	-7%	-2%	-5%	-1%
CCOC(=O)N1CCN(C(=O)CNCc2cccs2)CC1	0%	-2%	10%	-1%	5%	-1%	8%
COc1cc(C(C(=O)NC2CCCC2)N(C(=O)Cc2cccs2)C2CC2)cc(OC)c1OC (stereo not drawn)	-1%	-7%[46 µM]	15%[10 µM]	-5%	-1%	16%	1%
N#CCCn1cc(C=O)c(-c2cccs2)n1	-8%	?	9%	0%	-16%	-5%	-6%
CCCn1c(=O)c2c(c3ccccc31)OCC(=O)N2	-7%	11%	-2%[1.9 µM]	4%	4%	-4%	-1%
Cc1ccc(-n2c(=O)[nH]cc(C(=O)N3CCc4ccccc43)c2=O)cc1	-13%	9%	21%	-3%	-4%	-3%	6%
COc1cc(-c2nnco2)cc(OC)c1OC	-1%	2%[46 µM]	12%[10 µM]	-9%	3%	18%[9.22 µM]	-10%

Screening data as filed in PubChem BioAssay.
